ARNT-TACC3 inh = disrupts binding between human ARNT and TACC3; Q9Y6A5; AlphaScreen His-ARNT PAS-B/GST-TACC3 binding, luminescence; TACC3 fragment carries E629A point mutation; inhibition, % at 9.99 µM; actives 0.66% (n = 390,000); AID 623870;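 active means mean inhibition of replicates at least 50% and at least half of replicates each reaching 50%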;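 further: 0% = complete ARNT plus TACC3 wells and 100% = ARNT alone without TACC3; many hits fall short of the cut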
* hit, by the source's call; & = joins results of further samples. Not all compounds are listed, so the mix of outcomes need not match the whole.

SMILES	ARNT-TACC3 inh
O=C(Nc1cccnc1Cl)c1ccc(S(=O)(=O)N2CCCCCC2)cc1	2
COCc1[nH]nc2c1C(c1ccc(OC)c(OC)c1)C(C#N)=C(N)O2 (stereo not drawn)	-3
Cc1ccc(C(=O)CSc2nc3ccccc3c(=O)n2N)o1	4
O=C(COC(=O)C1=Cc2ccccc2OC1)NC1CCCC1	0
O=C(O)c1cc(S(=O)(=O)N2CCCCCC2)ccc1Cl	-5
CCc1c(C2(O)CCCCC2)[nH]c2cc(C(F)(F)F)ccc12	1
CC1(C)Cc2c(sc3c2c(=O)n(Cc2ccccc2)c2nncn32)CO1	-9
Cc1cc(NC(=O)COC(=O)CCC(=O)c2ccc(F)cc2)no1	2
CC(C)c1ccc(/C=N/n2nnnc2Nc2ccccc2)cc1	1
CN(c1ccc(C(=O)O)cc1)S(=O)(=O)c1ccccc1	-2
CC1CN(c2nc3ccccc3nc2C(C#N)C(=O)NCc2ccc3c(c2)OCO3)CC(C)O1 (stereo not drawn)	0
Cc1cc(Cl)c(S(=O)(=O)Nc2ccccn2)cc1OCC(N)=O	1
COc1ccc(CCN2CC34C=CC(O3)C(C(=O)NCc3ccccc3)C4C2=O)cc1OC (stereo not drawn)	1
O=C(Oc1ccc(Cl)c2cccnc12)N1CCCCC1	0
CC(C)COCC1CC2(CC(C)(c3csc(N)n3)OC2=O)C(=O)O1 (stereo not drawn)	-2&-14

An excerpt from above in order of their number in ARNT-TACC3 inh, smallest number first:
SMILES	ARNT-TACC3 inh
O=C(O)c1cc(S(=O)(=O)N2CCCCCC2)ccc1Cl	-5
O=C(COC(=O)C1=Cc2ccccc2OC1)NC1CCCC1	0
Cc1cc(Cl)c(S(=O)(=O)Nc2ccccn2)cc1OCC(N)=O	1

Continued.
SMILES	ARNT-TACC3 inh
CCN1C(=O)CSC1=NC1C2CC3CC(C2)CC1C3 (stereo not drawn)	-6
COc1ccc(N2C(=O)[C@@H]3[C@H](C2=O)[C@H]2c4ccccc4C=CN2[C@@H]3C(=O)Nc2ccccc2)cc1	-4
CCOC(=O)C(CC(=O)O)N1CCCCC1 (stereo not drawn)	-10
CCOC(=O)C1CCCN(CC(O)COc2ccc(OC)cc2C(C)(C)C)C1 (stereo not drawn)	2
COC(=O)c1cc(OC)c(OC)cc1NC(=S)N1CCN(Cc2ccccc2)CC1	25
COCCCNC(=O)Cn1nnc(-c2ccc(NC(=O)c3ccccc3OC)cc2)n1	-4
Nc1ccc(Oc2ccc3nc(-c4ccccc4)c(-c4ccccc4)nc3c2)cc1	-16
Cc1ccc2nc(SC(C)C(=O)NCc3ccco3)[nH]c2c1 (stereo not drawn)	-3
FC(F)(F)c1nnc2ccc(N3CCCCCC3)nn12	-6
CCOC(=O)c1nc(C)n(-c2cc(Cl)cc(Cl)c2)n1	-7
Cc1ccc(C(C)C)c(OCc2nn(CC(=O)c3ccc(OC(F)F)cc3)c3[n+]2CCCCC3)c1	12
COC(=O)C1=C(C)NC2=C(C(=O)CC(C)(C)C2)C1c1ccsc1 (stereo not drawn)	-3
CCOC(=O)CCCn1nc(C)n2c(cc3sccc32)c1=O	16
CC(=O)c1cccc(S(=O)(=O)N2CCCC(c3nc(-c4ccc(C)o4)no3)C2)c1 (stereo not drawn)	2
OCCN=C1CCCc2c1[nH]c1ccc(Br)cc21	4

Individual results from the results shown.
Result for COc1ccc(N2C(=O)[C@@H]3[C@H](C2=O)[C@H]2c4ccccc4C=CN2[C@@H]3C(=O)Nc2ccccc2)cc1 in ARNT-TACC3 inh: -4
Result for O=C(Oc1ccc(Cl)c2cccnc12)N1CCCCC1 in ARNT-TACC3 inh: 0
Result for CCOC(=O)CCCn1nc(C)n2c(cc3sccc32)c1=O in ARNT-TACC3 inh: 16

Carrying on.
SMILES	ARNT-TACC3 inh
Cc1cc(O)c(/C=N/Nc2ccccc2Cl)c(=O)o1	-2
O=C(NCc1cn2ccsc2n1)Nc1ccc(Cl)cc1	-8
CC(C)c1ccccc1OCCNS(C)(=O)=O	-4
N=c1c2c(ncn1CCN1CCOCC1)Oc1ccc3ccccc3c1C2c1ccccc1 (stereo not drawn)	0
COc1ccc2[nH]c(=O)c(CN(Cc3cccs3)S(=O)(=O)c3cccc4nsnc34)cc2c1	7
CCCN1Cc2cccc(C(N)=O)c2C1=O	-7
Cc1cc(C)nc(NC2=NCC(=O)N2c2ccc(F)c(Cl)c2)n1	-4
Cc1cc(C)c2c(-n3cccc3)c(NC(=O)OCc3ccccc3)sc2n1	-4
CC(=O)NCN1CCN(CNC(C)=O)CC1	1
CCCc1cc(=O)oc2c(C)c(O)c(CN3CCCCC3)cc12	0
NC(=O)c1ccc(NC(=O)C2CCCO2)cc1 (stereo not drawn)	-2
COc1cc(Sc2ccc(C)cc2)c(OC)cc1N	4
O=C(COc1ccc(Br)cc1)N1CCOCC1	-5
O=C(NCc1ccccn1)/C(=N/O)c1ccccc1	-3
CCOC(=O)N1CCC(NCCNC(=O)c2ccc(Cl)cc2)CC1	-5
Cc1cc(C=O)c(C)n1-c1ccc(N2CCCCC2)c([N+](=O)[O-])c1	11
CC1(CC(=O)N/N=C/c2ccc(OCc3ccc(Cl)cc3Cl)cc2)OCCCO1	-2
CCCOc1ccc(N2C(=O)CC(N(Cc3ccc(S(N)(=O)=O)cc3)C(=O)CC)C2=O)cc1 (stereo not drawn)	-3
Cc1c(NC(=O)c2ccc(Br)o2)c(=O)n(-c2ccccc2)n1C	-8
Cc1sc2c(=O)n3c(nc2c1C(=O)NCCCN1CCOCC1)CCCCC3	-1
O=C1c2ccccc2C(=O)N1CCCCN(C(=O)c1ccco1)c1ccc(Cl)cc1	4
CCOC(=O)c1ccc2c(c1)nc(C1CCN(S(=O)(=O)c3cccs3)CC1)n2CC	1
O=C(Nc1ccc(N2CCCCC2)cc1)c1ccccc1	-3
O=S(=O)(c1ccccc1)n1ccc2cccnc21	2
COc1ccc(-c2nc(-c3ccncc3)no2)cc1OC	-4
Cc1cc(Nc2ccccc2)nc(N2CCOCC2)n1	-11
CCOC(=O)CN1NC2(CCCCC2)NC1=S	-2
COc1ccc(-c2cc(C(F)(F)F)nc(SCCC(=O)NCc3ccccc3)n2)cc1	-2
CCN(Cc1ccccc1)S(=O)(=O)c1ccc(S(=O)(=O)N2CCN(C)CC2)cc1	-2
Cc1cc(-c2nc3ncccc3o2)ccc1N	-6
CC(C)Cn1cc(C(=O)NCc2cccs2)c2c3ccccc3n(C)c2c1=O	29
O=C(c1ccc(Cl)cc1Cl)N1CCC(c2nc3c(nnn3Cc3ccco3)c(=O)[nH]2)CC1	6
O=C(CCN1C(=O)COc2ccccc21)NCc1cccs1	3
CCn1c(SCc2ccc(C)cc2)nnc1-c1nn(-c2ccccc2)ccc1=O	5
COc1ccc(CC(=O)Nc2ccc(-c3noc(COc4ccccc4C)n3)cc2)cc1	-17
N#Cc1ccccc1CSc1nc(N2CCCCC2)nc(N2CCCCC2)n1	-2
CCOc1ccc(C(=O)c2cc([N+](=O)[O-])ccc2Cl)cc1	8
Cc1ccc(SCC2CNc3nc4ccccc4c(=O)n32)c(C)c1 (stereo not drawn)	1
CS(=O)(=O)N(Cc1ccc(F)cc1)Cc1nc2ccccc2c(=O)[nH]1	-3
CCOc1ccc2[nH]c(=O)c(CN(CC3CCCN3CC)C(=O)NCc3ccccc3)cc2c1 (stereo not drawn)	4
CCOC(=O)C1=NNC(C(=O)c2ccc(OC)cc2)C1c1ccccc1 (stereo not drawn)	0
COc1cc(C(C)=O)ccc1OC(=O)C(C)N1C(=O)c2ccccc2C1=O (stereo not drawn)	-5
COc1ccc2oc(=N)c(-c3nnc4n3CCCCC4)cc2c1	-4
Cc1ccc(C(C(=O)NC2CCCCC2)N2CCOCC2)cc1 (stereo not drawn)	-1
N#Cc1nc(Cc2cccc3ccccc23)oc1N1CCCCC1	25
CCCN1C(=O)/C(=C/c2c(N3CCNC(=O)C3CC(=O)OCC)nc3c(C)cccn3c2=O)SC1=S (stereo not drawn)	-5
Cc1cccc(N(CC(=O)NCCC2=CCCCC2)S(C)(=O)=O)c1C	-5
CCn1ncc(C2=NOC(C(=O)Nc3ccc4c(c3)OCO4)C2)c1C (stereo not drawn)	-2
COc1ccc(OC)c(NC(=O)CSc2ncnc3c2cnn3-c2ccccc2Cl)c1	0
COc1ccccc1OCCNC(=O)c1ccccc1C	-45
O=C(Nc1ccc2oc(-c3ccccc3)nc2c1)c1cccnc1	-11
CCCCC(=O)NC(=S)NNS(=O)(=O)c1ccccc1	-6

Sorted by heavy-atom count (high to low): 21 of the compounds above.
SMILES	ARNT-TACC3 inh
CCCN1C(=O)/C(=C/c2c(N3CCNC(=O)C3CC(=O)OCC)nc3c(C)cccn3c2=O)SC1=S (stereo not drawn)	-5
Cc1ccc(C(C)C)c(OCc2nn(CC(=O)c3ccc(OC(F)F)cc3)c3[n+]2CCCCC3)c1	12
CCOc1ccc2[nH]c(=O)c(CN(CC3CCCN3CC)C(=O)NCc3ccccc3)cc2c1 (stereo not drawn)	4
N=c1c2c(ncn1CCN1CCOCC1)Oc1ccc3ccccc3c1C2c1ccccc1 (stereo not drawn)	0
COc1ccc(CC(=O)Nc2ccc(-c3noc(COc4ccccc4C)n3)cc2)cc1	-17
COc1ccc(OC)c(NC(=O)CSc2ncnc3c2cnn3-c2ccccc2Cl)c1	0
COC(=O)c1cc(OC)c(OC)cc1NC(=S)N1CCN(Cc2ccccc2)CC1	25
CCn1c(SCc2ccc(C)cc2)nnc1-c1nn(-c2ccccc2)ccc1=O	5
Cc1sc2c(=O)n3c(nc2c1C(=O)NCCCN1CCOCC1)CCCCC3	-1
Cc1cc(C)c2c(-n3cccc3)c(NC(=O)OCc3ccccc3)sc2n1	-4
O=C(Nc1cccnc1Cl)c1ccc(S(=O)(=O)N2CCCCCC2)cc1	2
CS(=O)(=O)N(Cc1ccc(F)cc1)Cc1nc2ccccc2c(=O)[nH]1	-3
CC(C)COCC1CC2(CC(C)(c3csc(N)n3)OC2=O)C(=O)O1 (stereo not drawn)	-2&-14
COc1ccc2oc(=N)c(-c3nnc4n3CCCCC4)cc2c1	-4
O=C(CCN1C(=O)COc2ccccc21)NCc1cccs1	3
CCOc1ccc(C(=O)c2cc([N+](=O)[O-])ccc2Cl)cc1	8
FC(F)(F)c1nnc2ccc(N3CCCCCC3)nn12	-6
COc1cc(Sc2ccc(C)cc2)c(OC)cc1N	4
OCCN=C1CCCc2c1[nH]c1ccc(Br)cc21	4
CCOC(=O)CN1NC2(CCCCC2)NC1=S	-2
CCOC(=O)C(CC(=O)O)N1CCCCC1 (stereo not drawn)	-10

Bioassay records: PubChem BioAssay, Broad Institute
